# Source: PubChem BioAssay
# TcdB inh: TcdB glycohydrolase inhibition; TcdB glycohydrolase enzymatic assay, plate reader; inhibition, % at 9.99 µM; P18177; 350,000 tested, 0.24% active; in the data active = inhibition above about 10%
# Active calls of the source: *; & = joins results of further samples.
SMILES,TcdB inh
CCCNC(=O)N1CCC2(CC1)CN(C(=O)NC(C)C)[C@@H](CO)c1c2c2ccc(OC)cc2n1C,-0.5
CCC(=O)N1[C@@H](CO)[C@@H](c2ccc(C3=CCCC3)cc2)C12CN(C(=O)COC)C2,-3.5
CCCNC(=O)Nc1ccc2c(c1)OC[C@@H](C)N(CCC(F)(F)F)C[C@@H](C)[C@H](OC)CN(C)C2=O,0.3
COc1cccc(C(C(=O)NC2CCCC2)N2CCN(c3cc(C)ccc3C)CC2)c1OC (centres undefined),-0.1
COc1ccc2c3c(n(C)c2c1)[C@H](CO)N(C(=O)Nc1cccc(F)c1)CC31CN(C)C1,-0.4
CO[C@H]1CN(C)C(=O)c2ccc(NC(=O)C3CCOCC3)cc2OC[C@H](C)N(Cc2cccnc2)C[C@@H]1C,0.0
CCOC(=O)[C@]12CCCC=C1N(Cc1ccc3c(c1)OCO3)C(=O)[C@H](CC(=O)N1CCSCC1)C2,1.7
COc1ccc(NC(=O)C(c2ccc(C(F)(F)F)cc2)n2c(=O)c(-c3cc4ccccc4[nH]3)nc3ccccc32)cc1 (centres undefined),1.2
COc1ccccc1C(=O)N1CCN(C(=O)[C@H](CCc2ccccc2)NC(=O)[C@H]2O[C@@H](n3cnc4c(N)ncnc43)[C@H](O)[C@@H]2O)CC1,1.9
O=C(NCc1ccccn1)[C@@H]1CCCN1C(=O)[C@@H]1CCCN1C(=O)c1cccs1,-1.1
C[C@H]1CN([C@@H](C)CO)C(=O)c2cccc(NC(=O)CCCCCC(=O)Nc3ccccc3N)c2O[C@H]1CN(C)S(=O)(=O)c1cccs1,1.0
O=C(c1ccc(F)cc1)N1CC(=O)N2[C@@H](CO)[C@H](c3ccc(-c4cccnc4)cc3)[C@@H]2C1,0.4
COc1ccc2c3c(n(C)c2c1)[C@@H](CO)N(C(=O)c1ccccn1)CC31CCN(C(C)=O)CC1,-0.5
CO[C@@H]1CN(C)C(=O)c2ccc(NC(=O)c3ccc(F)cc3)cc2OC[C@@H](C)N(C(=O)CC2CC2)C[C@@H]1C,0.7
Brc1ccc2c(c1)CNCc1cnnn1-2,2.2
C[C@@]12CC[C@@H](c3cc4c(cc3C1)OCO4)N2c1ccccc1,1.3
COc1cccc(NC(=O)N2CC(=O)N3[C@H](CO)[C@@H](c4ccc(C5=CCCC5)cc4)[C@H]3C2)c1,0.2
O=C1NC[C@H](CC2CCCCC2)N(CCc2cc(C(F)(F)F)cc(C(F)(F)F)c2)C1=O,-0.8
O=C(NC[C@@H]1[C@@H](c2ccccc2)[C@@H](CO)N1Cc1ccccn1)NC1CCCC1,-0.2
Cc1nc2ccc(C(=O)N3c4ccccc4N=C(c4ccc5c(c4)OCO5)C3C(=O)NCc3ccccc3)cc2[nH]1 (centres undefined),-0.8

# Brought forward from above: three compounds; new compounds follow.
SMILES,TcdB inh
O=C1NC[C@H](CC2CCCCC2)N(CCc2cc(C(F)(F)F)cc(C(F)(F)F)c2)C1=O,-0.8
O=C(NC[C@@H]1[C@@H](c2ccccc2)[C@@H](CO)N1Cc1ccccn1)NC1CCCC1,-0.2
Cc1nc2ccc(C(=O)N3c4ccccc4N=C(c4ccc5c(c4)OCO5)C3C(=O)NCc3ccccc3)cc2[nH]1 (centres undefined),-0.8
COCCNC(=O)C[C@H]1CC[C@H]2[C@@H](COc3ccc(NC(C)=O)cc3C(=O)N2C)O1,-0.4
COc1ccc2c3c([nH]c2c1)[C@H](CO)N(C(=O)NC(C)C)CC31CN(C(=O)c2cccnc2)C1,-0.3
COc1ccc2c3c(n(C)c2c1)[C@H](CO)N(C(=O)c1ccc(F)cc1)CC31CCN(C(C)=O)CC1,0.3
CCCC(=O)N1CC2(C1)CN(C(=O)C1CCOCC1)[C@H](CO)c1[nH]c3cc(OC)ccc3c12,0.6
COC(=O)Cn1cnc2c(NC(=O)c3ccccc3)ncnc21,1.2
Cc1cccc(C)c1-n1nnnc1C1(C)CCC(=O)N1Cc1cccs1 (centres undefined),0.1
COC(=O)[C@]12CCCCC=C1N(Cc1ccccc1)C(=O)[C@H](CC(=O)NCC1CCCCC1)C2,0.8
COc1ccc(CNC(=O)C[C@H]2C=C[C@H](NS(=O)(=O)c3cccc(OC)c3)[C@H](CO)O2)cc1,-0.9
C[C@@H]1CN(S(=O)(=O)C(C)(C)C)[C@H](CCO)/C1=C\CCO,0.9
CCCCOCC1CN(CCCC)S(=O)(=O)c2c(NCc3cc(OC)c(OC)c(OC)c3)cccc2O1 (centres undefined),1.0
CCNC(=O)[C@H]1[C@H](CO)[C@H]2Cn3c(ccc(/C=C/c4ccccc4)c3=O)[C@@H]1N2CC,0.1
COc1cc2c(c(OC)c1OC)C1(CCCCC1)CC2NCC=C(C)C (centres undefined),1.0
C[C@@H]1CN([C@H](C)CO)C(=O)Cc2cc(NC(=O)Nc3ccc(F)cc3)ccc2O[C@@H]1CN(C)Cc1ccc(C(=O)Nc2ccccc2N)cc1,-1.2
Cc1nc2ccc(C(=O)N3c4ccccc4N=C(c4ccc(C(F)(F)F)cc4)C3C(=O)NC(C)(C)C)cc2[nH]1 (centres undefined),0.2
C[C@H]1CN([C@@H](C)CO)C(=O)c2cccc(NC(=O)CCCCCC(=O)Nc3ccccc3N)c2O[C@@H]1CN(C)Cc1ccc(Cl)c(Cl)c1,-0.3
Cc1ccc(C(=O)Nc2c(-c3ccccc3)[nH][nH]c2=O)cc1,-16
COC(=O)C[C@H]1C=C[C@@H](NC(=O)C2CC2)[C@@H](CO)O1,1.2
C#CCN1CC(COc2ccccc2)Oc2cccc(Oc3ccc(OC)cc3)c2S1(=O)=O (centres undefined),1.0
O=C(c1ccc2c(c1)OCO2)N1CC(=O)N2[C@H](CO)[C@H](c3ccc(C#CC4CCCC4)cc3)[C@H]2C1,0.0
COc1ccc2c3c(n(C)c2c1)[C@@H](CO)N(C(=O)CC1CC1)CC31CCN(Cc2ccncc2)CC1,1.5

# An excerpt of these results, tab-delimited.
SMILES	TcdB inh
COC(=O)[C@]12CCCCC=C1N(Cc1ccccc1)C(=O)[C@H](CC(=O)NCC1CCCCC1)C2	0.8
COc1ccc(CNC(=O)C[C@H]2C=C[C@H](NS(=O)(=O)c3cccc(OC)c3)[C@H](CO)O2)cc1	-0.9
C[C@@H]1CN(S(=O)(=O)C(C)(C)C)[C@H](CCO)/C1=C\CCO	0.9
CCCCOCC1CN(CCCC)S(=O)(=O)c2c(NCc3cc(OC)c(OC)c(OC)c3)cccc2O1 (centres undefined)	1.0
CCNC(=O)[C@H]1[C@H](CO)[C@H]2Cn3c(ccc(/C=C/c4ccccc4)c3=O)[C@@H]1N2CC	0.1

# Continuation.
SMILES,TcdB inh
C/C=C/c1ccc([C@H]2[C@@H](CO)N(C(C)=O)[C@H]2CNC(=O)NCCC)cc1,-1.9
CCCC#Cc1ccc([C@H]2[C@@H](C#N)N(S(=O)(=O)c3cccc(F)c3)[C@H]2CO)cc1,1.1
O=C(c1ccccc1)N1CC2(C1)[C@H](c1ccccc1)[C@@H](CO)N2Cc1cccnc1,-0.2
COc1ccc(C[C@@H]2CCn3cc(nn3)COC[C@H](CC(C)C)NC2=O)cc1,-0.2
CCCC#Cc1ccc(CC[C@H]2O[C@H]3CC[C@H](CO)O[C@H]3C[C@H]2n2cc(C(C)(C)O)nn2)cc1,0.0
COC(=O)c1cc2c(c3c4cc(OC)ccc4n(S(=O)(=O)c4ccc(OC)cc4)c13)C(=O)N(C)C2,0.6
Cc1ccc(S(=O)(=O)N2[C@@H](CO)CO[C@H]2CC(=O)c2ccc(F)cc2)cc1,1.2
O=C(NCc1ccccc1)[C@H]1[C@H](CO)[C@H]2Cn3c(ccc(/C=C/c4ccccc4)c3=O)[C@@H]1N2CC1CC1,-0.7
O=C(Nc1cccc(F)c1)N1CC(=O)N2[C@@H](CO)[C@H](c3ccc(-c4ccccc4)cc3)[C@@H]2C1,-0.6
CCCC[C@@H]1CNC(=O)C(=O)N1CCCC,-1.2
CN1c2ccc(-c3ccc(F)cc3)cc2[C@H]2[C@H](CCN2C(=O)C2CCOCC2)[C@H]1CO,7.4
O=c1[nH][nH]c2c1C(c1cccc(C(F)(F)F)c1)OC(CCc1ccccc1)C2 (centres undefined),-0.9
COc1cccc(-c2ccc([C@@H]3[C@@H](CO)N4C(=O)CN(C(=O)NC(C)C)C[C@H]34)cc2)c1,0.5
CN(C)CC#Cc1ccc([C@@H]2[C@H]3CN(C(=O)c4ccccc4)CC(=O)N3[C@H]2CO)cc1,0.7
COc1ccc2c3c(n(C)c2c1)[C@H](CO)N(Cc1ccccc1)CC31CCN(CC2CC2)CC1,-2.6
CCCNC(=O)Nc1ccc2c(c1)C(=O)N(C)C[C@@H](OC)[C@@H](C)CN(S(C)(=O)=O)[C@H](C)CO2,-1.1
CC(=O)NC[C@@H]1[C@@H](c2ccc(C3=CCCC3)cc2)[C@@H](CO)N1C(=O)CN(C)C,-0.8
O=C(Nc1ccc(C(=O)N2CCN(c3ccncc3)CC2)cc1)c1ccc(Br)o1,0.5
COCC(=O)N1CC(=O)N2[C@H](CO)[C@H](c3ccc(-c4ccccc4F)cc3)[C@@H]2C1,-3.8
COc1ccc(C#Cc2ccc([C@@H]3[C@@H](CO)N4C(=O)CN(C(=O)c5ccncc5)C[C@@H]34)cc2)cc1,0.0

# Entries from the list above with bromine (2):
SMILES,TcdB inh
Brc1ccc2c(c1)CNCc1cnnn1-2,2.2
O=C(Nc1ccc(C(=O)N2CCN(c3ccncc3)CC2)cc1)c1ccc(Br)o1,0.5

# Single values from the results shown:
# COc1ccc(C#Cc2ccc([C@@H]3[C@@H](CO)N4C(=O)CN(C(=O)c5ccncc5)C[C@@H]34)cc2)cc1 in TcdB inh: 0.0
# O=C(c1ccccc1)N1CC2(C1)[C@H](c1ccccc1)[C@@H](CO)N2Cc1cccnc1 in TcdB inh: -0.2

# Later entries:
SMILES,TcdB inh
Oc1cc(Cl)c(Cl)cc1Cl,0.7
N#Cc1cccc(-c2ccc(C3[C@@H]4CN(C(=O)Cc5ccccc5)C[C@H]3N4)cc2)c1 (some centres undefined),0.5&-3.9
Cc1noc(C)c1NC(=O)N(C)C[C@H]1Oc2c(NS(=O)(=O)c3ccc(F)cc3)cccc2C(=O)N([C@H](C)CO)C[C@H]1C,-0.8
CCCC#Cc1ccc([C@@H]2[C@@H](CO)N3C(=O)CN(C(=O)c4ccc(F)cc4)C[C@@H]23)cc1,0.8
COc1ccc2c3c(n(C)c2c1)[C@@H](CO)N(Cc1ccncc1)CC31CN(C(=O)Cc2ccncc2)C1,-0.6
COCC#Cc1ccc([C@@H]2[C@H](CO)N3C(=O)CN(C(=O)Nc4ccc(F)cc4)C[C@@H]23)cc1,-1.1
CCCC(=O)N1CC2(C1)CN(S(C)(=O)=O)[C@@H](CO)c1c2c2ccc(OC)cc2n1C,0.2
O=C(OCc1ccccc1)N1Cc2ccnnc2CC1c1ccccc1-c1ccc(C(F)(F)F)cc1 (centres undefined),2.0
CCNC(=O)N1CCN(c2ccc(N3CCN(Cc4ccccc4)[C@@H](C)C3)c(C)c2)[C@@H](C)C1,-14
O=C(NC1CCCCC1)N1CC(=O)N2[C@H](C1)[C@H](c1ccc(-c3ccncc3)cc1)[C@@H]2CO,-0.8
C/C=C/c1ccc([C@H]2[C@@H](CO)N(CC3CC3)C23CN(S(C)(=O)=O)C3)cc1,0.6
Nc1[nH]c(C(=O)c2ccc(Br)cc2)c(-c2ccc(Br)cc2)c1C(=O)NCc1cccc2ccccc12,0.5
CCOC(=O)[C@@H]1CSCCS(=O)(=O)N1C(=O)[C@H](CCSC)NC(=O)OC(C)(C)C,0.9
CC1(C(=O)Nc2ccc3c(c2)OCCO3)CN(S(C)(=O)=O)CC(=O)N1Cc1cccc(F)c1 (centres undefined),1.2
O=C(CN1CCOCC1)N1CC2(C1)[C@@H](c1ccccc1)[C@@H](CO)N2Cc1ccc(F)cc1,-0.6
CCCNC(=O)N1CC2(C1)[C@H](c1ccccc1)[C@H](CO)N2CC1CCCC1,0.3
O=C(N[C@H](c1cccc(Br)c1)[C@@H]1CCCC=C1c1ccccc1)C(F)(F)F,0.1
COc1cccc(CNC(=O)[C@H]2CCCN2C(=O)[C@H]2CCCN2C(=O)c2cccc(OC)c2)c1,0.1
O=C(c1ccc(F)cc1)N1CC(=O)N2[C@@H](CO)[C@@H](c3ccc(C#CC4CCCCC4)cc3)[C@@H]2C1,0.1
COc1ccc2c3c(n(C)c2c1)[C@H](CO)NCC31CCN(Cc2ccncc2)CC1,0.3
CCCC(=O)Nc1ccc2c(c1)OC[C@@H](C)N(CC1CCOCC1)C[C@@H](C)[C@H](OC)CN(C)C2=O,-1.7
COc1cccc(-c2ccc3c(c2)[C@@H]2[C@@H](CCN2C(=O)C2CCCCC2)[C@H](CO)N3)c1,1.3
O=S1(=O)N[C@@H](Cc2ccccc2)COc2cccc(NCCO)c21,1.0
CCC(=O)N1[C@@H](C#N)[C@H](c2ccccc2-c2ccccc2)[C@@H]1CO,-0.6
CCNC(=O)c1cc2c(c(-c3cccc(-c4cc5ccccc5o4)c3)n1)[C@H](CCO)N(C(=O)NC(C)C)C2,-0.4
Cc1noc(C)c1NC(=O)N(C)C[C@H]1Oc2ccc(NS(=O)(=O)c3ccc(Cl)cc3)cc2CC(=O)N([C@H](C)CO)C[C@@H]1C,1.3
Cc1cc(C)c(NC(=O)C2C(=O)Nc3ccccc3C(=O)N2C(C)(C)C)c(C)c1 (centres undefined),-0.3
COC(=O)c1cc2c(c3c4cc(OC)ccc4n(S(=O)(=O)c4cccc(C)c4)c13)C(=O)N(Cc1ccccc1OC)C2,0.1
O=C(c1ccccn1)N1CC[C@@H]2[C@H]1c1cc(C#Cc3ccccc3)ccc1N[C@@H]2CO,-4.0
CCCCOCCCNC(=O)C[C@@H]1C[C@@]2(C(=O)OC)CCCCC=C2N(Cc2ccco2)C1=O,1.1
CCC(=O)N1CC2(C1)[C@H](c1ccc(-c3ccc(C#N)cc3)cc1)[C@@H](CO)N2C(C)=O,0.4
CO[C@@H]1CN(C)C(=O)c2ccc(NC(=O)c3ccccc3F)cc2OC[C@@H](C)N(C(C)=O)C[C@H]1C,0.5
CO[C@H]1CN(C)C(=O)c2ccc(NC(C)=O)cc2OC[C@H](C)N(C(=O)c2cnccn2)C[C@@H]1C,0.2
COc1ccccc1NC(=O)N1CC(=O)N2[C@H](C1)[C@@H](c1ccc(-c3ccc(F)cc3)cc1)[C@@H]2CO,0.5

# These rows are one share of the data; count on the stated rates, not on these rows.
